# Screening results as filed in PubChem.
# OX1R antag-1: blocks the human orexin 1 receptor; O43613; OX1R-expressing cells, FRET antagonist read-out; inhibition, % at 6.6 µM; hit rate 1.8% among 330,000; AID 485270; in the data active = inhibition mostly above about 38%, no sharp cut-off; inactive = mostly below about 40%;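 also: 0% = agonist challenge alone and 100% = reference antagonist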
# Target sequence (O43613 whole entry, looked up): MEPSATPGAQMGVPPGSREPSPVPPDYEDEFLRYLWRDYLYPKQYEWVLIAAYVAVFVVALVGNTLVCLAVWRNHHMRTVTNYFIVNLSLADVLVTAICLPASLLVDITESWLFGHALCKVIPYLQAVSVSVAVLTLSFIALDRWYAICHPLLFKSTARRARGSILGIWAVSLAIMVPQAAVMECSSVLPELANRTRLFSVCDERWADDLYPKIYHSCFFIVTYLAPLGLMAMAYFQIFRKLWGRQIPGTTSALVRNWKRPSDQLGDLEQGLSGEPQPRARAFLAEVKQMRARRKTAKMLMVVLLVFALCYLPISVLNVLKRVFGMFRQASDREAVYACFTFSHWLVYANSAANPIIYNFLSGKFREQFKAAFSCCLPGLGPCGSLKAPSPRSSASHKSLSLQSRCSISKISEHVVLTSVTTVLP
# OX1R antag-2: antagonists of human orexin 1 receptor | hit rate 0.43% among 330,000 | inhibition, % at 5 µM | CHO/OX1R cells, Fluo-8 calcium fluorescence, orexin A | AID 434989 | O43613;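 active = inhibition above its plate's threshold, mean inhibition of all tested compounds on the plate plus 3 SD, cut at about 37% in these data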;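 also: 0% = orexin A challenge wells and 100% = SB-334867-A antagonist wells; not every result past the cut was called active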
# * = called active by the depositor. No enrichment for hits; any-hit rate near 2%.
# Order of values: OX1R antag-1, OX1R antag-2
- CCCCOC(=O)Cn1c(=O)oc2ccc(C)cc21
  1, -2
- O=C(NNC(=O)C1CCN(S(=O)(=O)c2ccc(Cl)cc2)CC1)c1ccc(Cl)cc1
  -1, -20
- O=C(NC1CCN(C(=S)NCCc2ccccc2)CC1)C1CC1
  7, -9
- CCN(CC)Cc1nc2c(c(=O)[nH]1)C(CC)(CC)Cc1ccccc1-2
  7, -31
- O=C(Nc1ccc(NC(=O)c2cccs2)cc1)c1cccnc1
  4, -14
- CC(C)(C)C(=O)Nc1c2c(nc3c1CCC3)CCCC2
  22, -30
- CCOc1ccc(N(CC(=O)Nc2ccc(C)cc2)S(C)(=O)=O)cc1
  4, -5
- CCOC(=O)c1cc2c(ccn2C)n1Cc1ccc(Cl)cc1
  14, -6
- C/C(=N\NC(=O)C(=O)Nc1c(C)n(C)n(-c2ccccc2)c1=O)c1ccncc1
  7, -25
- O=C(Cc1ccccc1)Nc1ccc(-c2nnc(-c3ccco3)o2)cc1
  15, -2
- O=C(CCN1C(=O)/C(=C/c2ccc(F)cc2)SC1=S)N[C@@H](CO)Cc1ccccc1
  12, -16
- c1ccc(-c2nccc(-c3ccc4c(c3)OCO4)n2)cc1
  90*, 33
- CCCN1C2CCCC1CC(NC(=O)c1cccc([N+](=O)[O-])c1)C2 (stereo unspecified)
  17, 5
- C=CCNC(=S)N1CCN(CCNC2=CC(=O)CC(C)(C)C2)CC1
  4, 1
- COc1ccccc1NC(=O)Cn1cnc2c(nnn2-c2ccc(C)cc2)c1=O
  -3, -13
- O=C1c2cccnc2C(O)N1Cc1ccc(F)cc1 (stereo unspecified)
  7, -2
- CC1CCCN(C(=O)c2cc3c(=O)n4ccccc4nc3s2)C1 (stereo unspecified)
  47, -20
- C/C(=N\NC(=O)CN1CCCCC1)c1ccccc1O
  -2, -24
- O=C(CN1C(=O)/C(=C2\SC(=S)N(C3CCS(=O)(=O)C3)C2=O)c2ccccc21)Nc1ccccc1 (stereo unspecified)
  26, -5
- Cc1cc(NC(=O)CN2C(=O)NC(C)(c3ccc(Cl)cc3)C2=O)no1 (stereo unspecified)
  -1, -9
- COc1ccc(CN2C(=O)NC3(CCCC3)C2=O)cc1F
  7, -26
- O=C1N=C(N2CCCCC2)S/C1=C\c1ccccc1F
  12, -8
- O=C(O)c1ccccc1OCCN1CCCC1=O
  12, 2
- CNC(=S)NC12CC3CC(CC(C3)C1)C2
  8, -7
- NNC(=O)c1ccc(COc2cccc3ccccc23)cc1
  7, -18
- CCC(C(=O)NCCC(C)C)n1ccc2cc(S(=O)(=O)N3CCCCC3)ccc21 (stereo unspecified)
  12, 44
- CNc1ccc([N+](=O)[O-])cc1C(=O)O
  17, -11
- CCCCC(SCC(=O)Nc1ccccc1)C(=O)O (stereo unspecified)
  13, -15
- NC(=O)C1(N2CCCCC2)CCN(C(=S)Nc2ccc(F)c(Cl)c2)CC1
  -4, -12
- N#Cc1cc(-c2ccccc2)nnc1Oc1ccccc1
  31, -19
- Oc1c(Br)cc(Br)cc1CNc1cnc2ccccc2c1
  14, -13
- Cn1cc(CNC(=O)c2ccc3nc(Cc4ccccc4F)oc3c2)cn1
  13, -4
- O=C(O)c1cccc(S(=O)(=O)Nc2ccc(O)cc2Sc2nc3ccccc3s2)c1
  0, -6
- CCOc1ccccc1NC(=O)CN(c1ccc(OC)cc1OC)S(=O)(=O)c1ccccc1[N+](=O)[O-]
  23, 11
- CNC[C@@H]1Oc2c(NC(=O)Nc3ccccc3)cccc2C(=O)N([C@@H](C)CO)C[C@H]1C
  7, 9
- COc1ccc(CCNC(=O)CCN2C(=O)COc3ccc(C)cc32)cc1OC
  10, -13
- O=C(O)C1Cc2ccccc2CN1C(=O)c1ccccc1Cl (stereo unspecified)
  9, -1
- COc1ccc(C(C(=O)NCC2CCCO2)N(Cc2cccs2)C(=O)c2snc(C(N)=O)c2N)cc1 (stereo unspecified)
  18, -16
- Cc1cccc2c(=O)c(C(=O)NCCc3ccccc3)c[nH]c12
  1, -19
- CCOCCCn1c(C)nc2c(c1=O)c1nc3ccccc3nc1n2-c1ccc(C)cc1
  0, 2
- C=CCN1C(=O)N(c2ccccc2)C(=O)C1CC(=O)Nc1ccc(OC)cc1 (stereo unspecified)
  5, -10
- CC1(C)C(=O)Nc2ccccc2N1C(=O)COc1ccc(C#N)cc1
  0, -16
- O=C(NCCCN1CCOCC1)c1cc(-c2ccco2)nc2ccccc12
  6, -10
- Brc1ccccc1Cn1c(-c2cscn2)nc2ccccc21
  12, -43
- COc1ccc(C(=O)C2CCN(C(=O)c3ccc(F)cc3)CC2)cc1
  13, -12
- O=S(=O)(Nc1cccc2[nH]ncc12)c1cccs1
  14, -6
- CCC(=O)N1CCc2cc(S(=O)(=O)CCC(=O)N3CCN(c4ccc(C(C)=O)cc4)CC3)ccc21
  6, -26
- CNC(=O)C1Cc2ccccc2CN1S(=O)(=O)c1ccc(OC)c(OC)c1 (stereo unspecified)
  32, -12
- CC1CCc2c(nc3nc[nH]n3c2=O)C1 (stereo unspecified)
  13, -3
- CC#CC[N+](C)(C)CCCCCCCC
  38, -6

# Additional records.
# Order of values: OX1R antag-1, OX1R antag-2
- Cc1c(S(=O)(=O)Nc2ccc(Oc3ccccc3)cc2)c(=O)n(C)c(=O)n1C
  1, -13
- N#C/C(=C\c1cccs1)C(=O)NCC1CCCO1 (stereo unspecified)
  23, -13
- CCOCCCn1c(SCC(=O)NC2CCCC2)nc2ccccc2c1=O
  9, -4
- Cc1ccc(-n2c(SCC(N)=O)nc(O)cc2=O)cc1
  7, 2
- COc1ccc(-c2csc(N(CCc3ccccc3)C(=O)COc3ccccc3)n2)cc1
  7, -25
- O=C(NCC1CCCCC1)c1cccc(Br)c1
  11, -23
- CS(=O)(=O)c1ccccc1-c1nc(-c2ccc(C(F)(F)F)cc2)no1
  5, -32
- Cc1ccc(C(C)C)c(OCC(=O)c2c(O)c3ccccc3oc2=O)c1
  82*, -14
- O=C(NCCC1=CCCCC1)c1cnsn1
  8, -15
- CCOC(=O)c1c(NC(=O)CC)sc(C(C)=O)c1C
  6, -7
- CCN1CCN(Cc2c(O)c(Cl)cc3c(C)cc(=O)oc23)CC1
  23, 0
- CC(=O)Nc1nonc1NC(=O)COc1ccccc1
  22, -13
- O=C(NCCc1nc2ccccc2[nH]1)/C(=C/c1ccco1)NC(=O)c1ccco1
  10, 2
- Cc1cccc2cc(CN(CCCN(C)C)C(=S)NCCc3ccccc3)c(=O)[nH]c12
  8, -25
- CCOC(=O)C1CCN(Cc2c(O)ccc3ccccc23)CC1
  7, -6
- CC12CCC(C(=O)N(CCC#N)CCC#N)(CC1=O)C2(C)C (stereo unspecified)
  -2, 8
- Cc1cccc(-c2oc3ccccc3c2C#CCCCCO)c1
  28, -19
- COc1cccc(OC)c1C(=O)N=c1sc2cc(S(C)(=O)=O)ccc2n1C
  19, 7
- COc1cccc2sc3cc(NCC[C@@H]4CCCN4C)ccc3c(=O)c12
  20, -2
- CCn1nnnc1NCc1cccn1C
  5, -3

# Next part
molecule | OX1R antag-1 | OX1R antag-2
Cc1ccc(S(=O)(=O)N2CCN(C(=O)CSC3CCCC3)CC2)c(C)c1 | 19 | -46
Cc1nc(N)sc1-c1csc(N(C)c2ccc(O)cc2)n1 | 12 | 2
NC(=O)c1nsc(C(=O)N(c2ccccc2)C(C(=O)NC2CCCCC2)c2ccc(O)cc2)c1N (stereo unspecified) | 7 | -6
CC(=O)NCC1CCCN(C(=O)c2oc3c(F)cccc3c2C)C1 (stereo unspecified) | 11 | -17
COc1ccc(N(CC(=O)Nc2cccc(C(=O)O)c2)S(=O)(=O)c2c(C)noc2C)cc1 | 11 | -22
CC(=O)c1cccc(NS(=O)(=O)c2c(C)noc2C)c1 | 21 | -31
Cc1c(NC(=S)NC(=O)c2cc3ccccc3o2)cccc1C(=O)O | 34 | -2
Nc1ccc2nn(-c3ccc(Cl)cc3)nc2c1 | 5 | -5
CCN1CCN(C(=O)c2cccc(OC3CCN(S(=O)(=O)N(C)C)CC3)c2)CC1 | 4 | -16
COc1ccc(OC)c2sc(NC(=O)c3ccc(S(=O)(=O)N4CCOCC4)cc3)nc12 | 5 | -10
Cc1nc(SCC(=O)NCc2ccco2)c2c3c(sc2n1)CCCC3 | 60 | -13
COc1cc(/C=C(/NC(=O)c2ccccc2)C(=O)Nc2ccccc2)c([N+](=O)[O-])cc1OC | 11 | -18
COc1ccc(CC(=O)N/N=C(\C)c2ccc(Br)s2)cc1 | 0 | -6
COC(=O)c1ccc(C2=NOC(C)(c3sc(-c4ccccc4)nc3C)C2)cc1 (stereo unspecified) | 18 | -23
N#CC1=C(SCC(=O)c2ccccc2)NC2=C(C(=O)CCC2)C1c1ccco1 (stereo unspecified) | 21 | -15
O=C(c1cc2cc([N+](=O)[O-])ccc2s1)N1CCCCC1 | 20 | -16
Cc1cc(C(=O)Nc2ccc(S(=O)(=O)N3CCCC3)cc2)no1 | 18 | -6
COc1ccc(C(=O)Oc2cc(C(=S)N3CCOCC3)ccc2OC)cc1 | 8 | -13
CCCCOc1ccc(C(=O)NCC(=O)N2CCN(Cc3ccc4c(c3)OCO4)CC2)cc1 | 19 | -14
COc1ccc(CN2CCC(C(=O)Nc3ccc(Oc4ccccc4)nc3)CC2)cc1F | 30 | -14
CCCCCC(C)NC(=O)CN1C(=O)NC(C)(c2ccc3ccccc3c2)C1=O (stereo unspecified) | 59 | -20
COc1cccc(C(=O)NN2CC(O)=C(c3nc(C)cs3)C2=N)c1 | 4 | -2
O=c1c2ccccc2nc(-c2ccco2)n1CCCn1ccnc1 | 5 | -8
CCOC(=O)c1c(NC(=O)CSc2nc3ccccc3s2)sc(C)c1C | 6 | -30
O=C(NCc1ccc(F)cc1)C(c1ccco1)N(C(=O)c1csnn1)c1ccccc1 (stereo unspecified) | 17 | -19
Cc1cccc(C)c1NC(=O)COC(=O)c1c(C)nn(-c2ccccc2)c1C | -1 | -22
Cc1c(NC(=O)c2nn3c(C(F)(F)F)cc(-c4ccccc4)nc3c2Br)c(=O)n(-c2ccccc2)n1C | 25 | -35
COC(=O)c1ccccc1NC(=O)N1CCN(Cc2ccco2)CC1 | 12 | -23
Cc1c(C(=O)NCCO)sc2nc3n(c(=O)c12)CCC3 | 13 | -11
Cc1ccc(C(=O)OCc2nc3ccccc3s2)o1 | 11 | -1
COc1ccccc1C1CCN(Cc2c(C)[nH]c3ccccc23)CC1 | -1 | -23
CON1C(=O)C(=O)N(OC)C2CCCCCC21 (stereo unspecified) | 5 | -12
CC1(S(=O)(=O)O)CC(=O)c2ccccc2C1=O (stereo unspecified) | 60* | -2
O=C1CC[C@@H](CN(Cc2ccccc2)Cc2cn[nH]c2-c2cc3ccccc3o2)N1 | 11 | -12
Cc1cc(C)cc(NC(=O)Nc2ccc(Cl)cn2)c1 | 10 | -16
Clc1ncc(CSc2ccccc2)s1 | 24 | -9
COc1cccc(C(=O)NCC(C)(C)SCc2ccc(F)cc2)c1 | -7 | -14
C/C(=N\NC(=O)C(=O)Nc1cccc(C(F)(F)F)c1)c1ccc(Cl)s1 | 26 | 1
COc1ccc(N(C)C(=O)CCC(=O)Nc2ccc3nc(N4CCOCC4)cc(C)c3c2)c(OC)c1 | 12 | -14
O=C(CCS(=O)(=O)c1cccs1)Nc1ccc(C(=O)NC2CCN(Cc3ccccc3)CC2)cc1 | -1 | -3
N#Cc1nc(COc2ccccc2)oc1N1CCCC1 | 31 | -16
COc1ccc2ccccc2c1CN1CCN(C)CC1 | 15 | -2
CC(=O)NC1(C2CCCCC2=O)CCCCC1 (stereo unspecified) | 6 | -23
CCCCN(Cc1cc2cc(OC)ccc2[nH]c1=O)C(=O)COc1ccccc1 | 27 | -31
N#Cc1ccc(CN2CCN(C(=O)CCNS(=O)(=O)c3ccc(F)c(F)c3)CC2)cc1 | -1 | -19
CC1CC(OC(=O)c2ccccc2C(=O)c2ccc(Cl)cc2)C(=O)O1 (stereo unspecified) | 13 | 3
CCOc1ccc(N(CC(=O)N2CCOCC2)S(=O)(=O)c2ccc(F)cc2)cc1 | 6 | -9
CN(Cc1cccnc1)Cc1cn(C)nc1-c1cccc(Cl)c1 | -1 | -21
CC(=O)c1ccc(OCCCC(=O)Nc2ccc(S(=O)(=O)N3CCOCC3)cc2)cc1 | 2 | -2
c1cc2c(cc1C1CCCCC1)c1c3n2CCN=C3CCC1 | 2 | -9

# Next part.
molecule | OX1R antag-1 | OX1R antag-2
CN(C)S(=O)(=O)c1cccc(C(=O)NCc2cccs2)c1 | -2 | -9
Cc1ccccc1C(=O)Nc1ccc(-c2nnc(SC(C)C(=O)O)n2C)cc1 (stereo unspecified) | 16 | 5
COc1cc(-n2c(=O)c3ccccc3n(CC(=O)c3ccc(F)cc3)c2=O)cc(OC)c1OC | 10 | -4
CCOc1cc(C)nc(N2CCCC(C(=O)NCc3ccccc3F)C2)n1 (stereo unspecified) | 18 | -54
CCOc1cc(/C=C2/C(=N)N3OC(C)=CC3=NC2=O)ccc1OCCOc1ccccc1 | 40 | -36
CC(=O)c1cccc(NC(=O)c2cccc(S(=O)(=O)N(C)C)c2)c1 | 38 | -6
O=C(Nc1cc(Br)ccc1O)c1cc(-c2cccs2)on1 | 8 | 2

# Reprinted at random: seven records from the list.
molecule | OX1R antag-1 | OX1R antag-2
CCOc1cc(C)nc(N2CCCC(C(=O)NCc3ccccc3F)C2)n1 (stereo unspecified) | 18 | -54
CCOc1cc(/C=C2/C(=N)N3OC(C)=CC3=NC2=O)ccc1OCCOc1ccccc1 | 40 | -36
O=C(Nc1cc(Br)ccc1O)c1cc(-c2cccs2)on1 | 8 | 2
COc1cc(-n2c(=O)c3ccccc3n(CC(=O)c3ccc(F)cc3)c2=O)cc(OC)c1OC | 10 | -4
CN(C)S(=O)(=O)c1cccc(C(=O)NCc2cccs2)c1 | -2 | -9
Cc1ccccc1C(=O)Nc1ccc(-c2nnc(SC(C)C(=O)O)n2C)cc1 (stereo unspecified) | 16 | 5
CC(=O)c1cccc(NC(=O)c2cccc(S(=O)(=O)N(C)C)c2)c1 | 38 | -6
